ERb SRC1 inh: ER-beta (human) coactivator binding inhibition; TR-FRET ER-beta LBD / SRC1-Cy5 peptide binding; receptor agonist-loaded with 1 µM estradiol; inhibition, % at 25.6 µM; 86,000 compounds, 1.3% hits; AID 633;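 active = compounds whose percent inhibition of the receptor-coactivator binding signal exceeds about 50% in the single-dose screen, limit read from the data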;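 also: 0% = receptor plus peptide wells without compound and 100% = peptide-only wells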
ERa SRC1 inh: blocks coactivator binding to human estrogen receptor alpha | P03372 | 86,000 compounds, 1.7% hits | TR-FRET ER-alpha LBD / SRC-1 peptide, estradiol-bound | AID 629 | inhibition, % at 25.6 µM; in the data active = inhibition above about 50%;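 also: 0% = receptor plus peptide control and 100% = peptide only without receptor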
CD11b adhes enh: increases human CD11b/CD18 adhesion to fibrinogen; P05107+P11215; K562 CD11b/CD18 adhesion to fibrinogen, ATPlite luminescence; activation, % at 10 µM; 93,000 compounds, 0.07% hits; AID 1499;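 active = 10 µM primary screen giving 50% or more activity, confirmed by 40% or more on retest at that dose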; also: strong numbers were not always called active; reference of the scale not given here
Target sequence (P05107 whole entry, looked up, other chains not shown): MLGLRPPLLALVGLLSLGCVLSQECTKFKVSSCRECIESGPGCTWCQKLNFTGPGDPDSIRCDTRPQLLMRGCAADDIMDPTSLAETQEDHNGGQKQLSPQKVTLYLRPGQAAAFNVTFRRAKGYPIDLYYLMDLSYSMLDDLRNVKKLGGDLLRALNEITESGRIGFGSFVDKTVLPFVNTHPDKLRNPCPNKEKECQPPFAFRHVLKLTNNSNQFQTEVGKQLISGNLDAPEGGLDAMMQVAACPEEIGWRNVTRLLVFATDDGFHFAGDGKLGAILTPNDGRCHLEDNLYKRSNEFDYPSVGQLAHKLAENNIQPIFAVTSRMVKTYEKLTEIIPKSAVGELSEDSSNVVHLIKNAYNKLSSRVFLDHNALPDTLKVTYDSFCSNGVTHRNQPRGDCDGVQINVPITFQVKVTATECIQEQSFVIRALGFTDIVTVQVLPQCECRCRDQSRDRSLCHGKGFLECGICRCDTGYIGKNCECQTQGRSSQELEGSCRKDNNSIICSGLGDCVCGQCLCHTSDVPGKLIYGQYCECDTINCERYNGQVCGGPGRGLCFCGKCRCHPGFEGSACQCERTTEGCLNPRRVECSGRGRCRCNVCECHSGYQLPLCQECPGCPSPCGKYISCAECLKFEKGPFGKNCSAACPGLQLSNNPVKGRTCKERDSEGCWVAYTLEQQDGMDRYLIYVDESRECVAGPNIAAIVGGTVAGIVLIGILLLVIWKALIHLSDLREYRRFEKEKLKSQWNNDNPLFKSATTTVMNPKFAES
CD11b adhes inh: blocks human CD11b/CD18 adhesion to fibrinogen; inhibition, % at 10 µM; 93,000 compounds, 0.54% hits; K562 CD11b/CD18 adhesion to fibrinogen, ATPlite luminescence; Mn2+ added to activate the integrin;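 active = primary inhibition of 50% or more at 10 µM, then 40% or more on retest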; also: some results filed as inactive read as strong as hits
MT1-MMP txn act: MT1-MMP promoter transcription activation; 86,000 compounds, 0.16% hits; activation factor at 10 µM; HT1080 MT1-MMP promoter luciferase reporter, luminescence, overnight; stronger effect = higher value; AID 750;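 active = activation factor of at least 2 for MT1-MMP transcription at 10 µM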
Ecoli WT expand: E. coli BW25113 growth inhibition, expanded screen; OD600 absorbance; growth inhibition, % at 100 µM; 98,000 compounds, 0.15% hits; AID 710;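 active = growth inhibition above about 50% at one test dose, limit read from the data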;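 also: growth measured after 20 h incubation at 37 °C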
FAK blocker: inhibitors of human focal adhesion kinase; biochemical FAK kinase activity assay; inhibition, %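 (tested at 7 µM)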; 97,000 compounds, 0.84% hits; AID 727; in the data active = inhibition above about 19%;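 also: 0% = DMSO and 100% = reference compound high control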
PLAP activator: activators of human placental alkaline phosphatase | P05187 | purified PLAP enzyme, luminescent substrate read-out; stronger effect = higher value | activation fold at 20 µM | 96,000 compounds, 1.2% hits; in the data active = activation fold above about 2
ERa coact pot: enhances coactivator binding to human estrogen receptor alpha; 86,000 compounds, 1.3% hits; AID 639; TR-FRET ERalpha-LBD/SRC-Cy5 coactivator binding, 2 h; 100 = basal binding, no effect; coactivator binding (% of control), % at 25.6 µM; P03372; in the data active = activity above about 200%;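 also: binding measured in presence of low estradiol as agonist stimulus; 0% = peptide alone without receptor and 100% = receptor with peptide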
Active calls of the source: *; . = not tested or not shown; [ ] = another dose, or the depositor's remark. Compounds were not picked by outcome. About 5.1% of those tested had a hit in this group.

#	structure	ERb SRC1 inh	ERa SRC1 inh	CD11b adhes enh	CD11b adhes inh	MT1-MMP txn act	Ecoli WT expand	FAK blocker	PLAP activator	ERa coact pot
1	O=C(Cn1nnc2ccccc2c1=O)N1CCCc2ccccc21	0	-2	1	-14	1.2	-1	4	0.9	104
2	Cc1ccc(N2C(=O)NC3(CCCCC3)C2=O)cc1	-3	-6	1	3	1.5	4	.	1	134[fluorescence artefact?]
3	CCOC(=O)CNC(=O)CSc1ncnc2c1cnn2Cc1ccccc1	5	0[fluorescence artefact?]	2	-33	1	7	0	1.2	69[fluorescence artefact?]
4	CC(=O)c1cnc(Nc2nc(C)c3cc(C)c(C)cc3n2)nc1C	-10	-6	10	-37	1.1	-8	-8	1.1	96
5	COc1ccc2[nH]c(=O)c(CN(C(=O)NC3CCCCC3)C3CCCCC3)cc2c1	5	1	5	-8	0.9	-10	.	1.3	90
6	COc1ccccc1CNS(=O)(=O)c1ccc(C)cc1	-13	-4	3	7	1.2	3	-2	0.9	102[fluorescence artefact?]
7	COc1cc2oc(=O)c(Br)c(C)c2c(OC)c1OC	16[fluorescence artefact?]	28	3	-6	1	-8	-5	0.9	100
8	Cc1cc(S(=O)(=O)N2CC(=O)N(CCc3ccccc3)C(=O)C2)ccc1F	-2	3	.	.	0.9	-8	-2	1	128
9	CCNc1nc(NCC)n2c(SCC(=O)O)nnc2n1	6	5	-2	-4	1	7	-6	1	122[fluorescence artefact?]
10	CC(NC(=O)C1CCCN(S(=O)(=O)c2cnc[nH]2)C1)c1ccccc1 (stereo unspecified)	2	0	-3	-5	1	2	0	0.9	136
11	O=C(C1CC1)N1CCC(c2nc(-c3ccc(S(=O)(=O)N4CCCC4)cc3)no2)CC1	-1[fluorescence artefact?]	7[fluorescence artefact?]	-2	-4	1.1	5	-1	1.7	108
12	COCCOCC(O)CN1CCN(c2ccccc2)CC1 (stereo unspecified)	9	-8	-1	2	1.2	7	-6	1.3	104
13	COc1cccc(CNC(=O)C2CCN(S(=O)(=O)N3CCCCC3)CC2)c1	-21	-37	3	5	1	7	3	1.1	104
14	Cc1cc2c(c(=O)n1Cc1cccnc1)C(c1ccc(F)cc1)C(C#N)=C(N)O2 (stereo unspecified)	-7	-5	-2	-12	1.1	-2	5	0.9	129
15	CCOC(=O)c1ccc(Oc2nc(NC)nc(OC)n2)cc1	-27[fluorescence artefact?]	-30	8	-25	1	23	-2	0.9	98
16	O=C(NCCc1ccccc1Cl)C1CCN(S(=O)(=O)c2cccs2)CC1	-34	-6	2	8	1.1	-10	1	1.2	101
17	O=C(O)c1ccc(NCc2ccncc2)cc1	10	-11	-3	0	1	-13	-2	1.3	89[fluorescence artefact?]
18	CCOc1cc(C#N)c(NC(=O)c2ccco2)cc1OCC	3[fluorescence artefact?]	3	4	5	0.9	2	0	1.1	125
19	CCc1ccccc1NC(=O)CSc1nc2n[nH]c(C)c2c(=N)n1-c1ccc(OC)cc1	14	32[fluorescence artefact?]	.	.	1.1	-5	.	.	105
20	CC1(C)C(=O)OC(c2cccs2)C(C)(C)C1=O (stereo unspecified)	-2	-12	-2	-1	1	7	-3	1.1	116
21	Cc1[nH]c2ccccc2c1C(=O)COC(=O)C1CC(=O)N(Cc2ccco2)C1 (stereo unspecified)	27[fluorescence artefact?]	8[fluorescence artefact?]	-4	-21	1.2	-3	2	1.4	85[fluorescence artefact?]
22	CCOc1ccc2nc(N3CCCC(C(=O)N4CCN(CC)CC4)C3)sc2c1 (stereo unspecified)	-5	-2	3	4	.	1	5	1.7	109
23	COc1ccc(-c2nc(CSCC(=O)NCc3ccco3)c(C)o2)cc1	.	.	.	.	0.8	4	-3	1.2	.
24	COC(=O)CN(c1cccc(F)c1)S(C)(=O)=O	.	.	-4	-5	.	2	-3	0.9	.
25	Clc1ccc(OCc2nc(-c3ccccn3)no2)c(Br)c1	-8[fluorescence artefact?]	17	-1	8	0.9	1	-2	0.9	120
26	O=c1[nH]n2c(=O)c3c([nH]c2c1N=Nc1cccc(C(F)(F)F)c1)CCCC3	-6	-8[fluorescence artefact?]	.	.	1.2	.	-3	.	101[fluorescence artefact?]
27	Cc1ccc(NC(=O)N2CCC(O)(c3cccnc3)CC2)cc1	2	-5	-2	10	1.2	8	2	0.9	106
28	CCOC(=O)C1=C(CS(=O)(=O)c2ccccc2)NC(=O)NC1c1ccccc1OCC (stereo unspecified)	0	-1	-4	-27	1.1	-16	2	1.1	107
29	CCc1ccc(Cn2nnc(C(=O)NCc3ccccc3OC)c2N)cc1	6	9	7	2	1	-7	6	1	206*
30	CCCSc1nc2c(c(=O)n(C)c(=O)n2C)n1Cc1ccc(C)cc1	-5	12	1	-25	1.2	-8	-2	0.9	90
31	COc1ccc(OCCn2cncn2)cc1	1	17	-2	-15	1.1	-6	1	1	106
32	COc1ccc(CCNC(=O)c2[nH]c(C)c(C(C)=O)c2C)cc1OC	-5	3	1	-12	1.1	-2	0	0.9	104[fluorescence artefact?]
33	O=C(c1noc2c1CCCC2)N1CCN(C(c2ccccc2)c2ccccc2)CC1	-10	-11	12	1	1.2	-2	.	0.9	240*
34	NC(=O)c1cnn2c1NC(c1ccc(F)cc1)CC2C(F)(F)F (stereo unspecified)	.	.	0	-1	1.2	-5	.	0.9	.
35	CCOC(=O)c1c(C)c2c(n1C)CCC/C2=N\O	-5	-5	-2	1	1.2	0	-2	0.8	112
36	COc1ccc(-c2ccc(-c3nnc(Cc4ccc(OC)c(OC)c4)o3)cc2)cc1	40[fluorescence artefact?]	29[fluorescence artefact?]	35	-9	1.2	2	-1	1.1	114[fluorescence artefact?]
37	COc1ccccc1Nc1nc(N)nc(CSCCO)n1	-10	-2	-4	-14	1	0	-13	0.9	114
38	O=C(COc1cccc2cccnc12)Nc1nccs1	3	1	8	-6	1.3	15	-3	1.2	108
39	CCOC(=O)c1ccc(NC=C2C(=O)OC3(CCCCC3)OC2=O)cc1	-17	-13	.	.	1.2	-4	-1	1.1	93[fluorescence artefact?]
40	CCC1SC(N)=NC1=O (stereo unspecified)	-6	-1[fluorescence artefact?]	-2	1	1	-3	-1	1	114
41	CC1=C(C(=O)Nc2cccnc2)C(c2ccncc2)n2nnnc2N1 (stereo unspecified)	8	-3	.	.	1.2	-6	4	.	120
42	O=C(CCS(=O)(=O)Cc1ccc(Cl)cc1)NCCCN1CCN(c2ccccc2F)CC1	1	-5	0	-15	1.1	5	1	1.5	96
43	COc1ccc(-c2nc(CS(=O)CC(=O)NCc3cccnc3)c(C)o2)cc1 (stereo unspecified)	-15[fluorescence artefact?]	3	-4	3	1	0	8	1.5	115[fluorescence artefact?]
44	Clc1cccc(OCCN2CCOCC2)c1	.	.	0	0	.	-1	2	1	.
45	CC1=C(C(=O)Nc2cccnc2)C(c2ccc3c(c2)OCO3)C2=C(CCCC2=O)N1 (stereo unspecified)	2[fluorescence artefact?]	3	-2	-10	1.1	-5	0	1	120[fluorescence artefact?]
46	Cc1ccccc1NS(=O)(=O)c1ccc(F)cc1	32	29	-4	-25	1	7	1	0.8	73[fluorescence artefact?]
47	O=C(Nc1cccnc1)c1cccnc1	10	2	.	.	1	4	.	.	106
48	COc1ccccc1Oc1nnnn1-c1ccc(C(N)=O)cc1	44[fluorescence artefact?]	-3	-1	-7	.	0	-1	1	84
49	CCCc1nnc(NC(=O)CCC(=O)N2CCN(CCOc3ccc(C)cc3)CC2)s1	-2	-6	-3	.	1.1	-1	0	1.5	102
50	Nc1nc(-c2ccccc2)cn1N	.	.	-2	22	.	1	5	1.1	.

Part of the list above in a different format.
38) O=C(COc1cccc2cccnc12)Nc1nccs1
39) CCOC(=O)c1ccc(NC=C2C(=O)OC3(CCCCC3)OC2=O)cc1
40) CCC1SC(N)=NC1=O (stereo unspecified)
41) CC1=C(C(=O)Nc2cccnc2)C(c2ccncc2)n2nnnc2N1 (stereo unspecified)
42) O=C(CCS(=O)(=O)Cc1ccc(Cl)cc1)NCCCN1CCN(c2ccccc2F)CC1
43) COc1ccc(-c2nc(CS(=O)CC(=O)NCc3cccnc3)c(C)o2)cc1 (stereo unspecified)
44) Clc1cccc(OCCN2CCOCC2)c1

compound no.	38	39	40	41	42	43	44
ERb SRC1 inh	3	-17	-6	8	1	-15[fluorescence artefact?]	.
ERa SRC1 inh	1	-13	-1[fluorescence artefact?]	-3	-5	3	.
CD11b adhes enh	8	.	-2	.	0	-4	0
CD11b adhes inh	-6	.	1	.	-15	3	0
MT1-MMP txn act	1.3	1.2	1	1.2	1.1	1	.
Ecoli WT expand	15	-4	-3	-6	5	0	-1
FAK blocker	-3	-1	-1	4	1	8	2
PLAP activator	1.2	1.1	1	.	1.5	1.5	1
ERa coact pot	108	93[fluorescence artefact?]	114	120	96	115[fluorescence artefact?]	.

45) CC1=C(C(=O)Nc2cccnc2)C(c2ccc3c(c2)OCO3)C2=C(CCCC2=O)N1 (stereo unspecified)
46) Cc1ccccc1NS(=O)(=O)c1ccc(F)cc1
47) O=C(Nc1cccnc1)c1cccnc1
48) COc1ccccc1Oc1nnnn1-c1ccc(C(N)=O)cc1
49) CCCc1nnc(NC(=O)CCC(=O)N2CCN(CCOc3ccc(C)cc3)CC2)s1
50) Nc1nc(-c2ccccc2)cn1N

compound no.	45	46	47	48	49	50
ERb SRC1 inh	2[fluorescence artefact?]	32	10	44[fluorescence artefact?]	-2	.
ERa SRC1 inh	3	29	2	-3	-6	.
CD11b adhes enh	-2	-4	.	-1	-3	-2
CD11b adhes inh	-10	-25	.	-7	.	22
MT1-MMP txn act	1.1	1	1	.	1.1	.
Ecoli WT expand	-5	7	4	0	-1	1
FAK blocker	0	1	.	-1	0	5
PLAP activator	1	0.8	.	1	1.5	1.1
ERa coact pot	120[fluorescence artefact?]	73[fluorescence artefact?]	106	84	102	.

Next entries.
#	structure	ERb SRC1 inh	ERa SRC1 inh	CD11b adhes enh	CD11b adhes inh	MT1-MMP txn act	Ecoli WT expand	FAK blocker	PLAP activator	ERa coact pot
51	O=C(O)C1C2C=CC(O2)C1C(=O)NC1CCCc2ccccc21 (stereo unspecified)	-4	-8	.	.	1.1	-2	3	0.9	97
52	Cc1ccc(OCCCCn2cnc3ccccc32)c(C)c1	0	-4	-9	86*	1.4	9	5	1.2	91
53	Cc1nc(Cc2nnc(SCc3nc(N)nc(Nc4ccccc4C)n3)o2)cs1	-4	-2	2	-4	1.1	7	-1	1.5	156[fluorescence artefact?]
54	CCc1ccccc1NS(=O)(=O)c1ccc2[nH]cc(C(=O)NCc3ccco3)c(=O)c2c1	39	38[fluorescence artefact?]	.	.	1	1	-3	.	277*[fluorescence artefact?]
55	CCOC(=O)N1CCN(CC(=O)Nc2c(C(=O)OC)[nH]c3cccc(Cl)c23)CC1	-2[fluorescence artefact?]	-2[fluorescence artefact?]	.	.	1	-1	.	1.5	103
56	Cc1cccc2cc(CN(Cc3ccco3)S(=O)(=O)c3ccc4c(c3)OCCO4)c(=O)[nH]c12	1	1	-1	3	1.3	-14	2	1.1	121
57	CNC(=O)c1cc2cc(Cl)cc(OC)c2oc1=O	-2	3	.	.	0.9	.	3	.	119
58	CCOc1ccc(S(=O)(=O)N2CCCC2)cc1	1[fluorescence artefact?]	-3	-5	9	1	4	0	1.2	105[fluorescence artefact?]
59	Cc1cc2c(c(=O)n1CCCn1ccnc1)C(c1ccco1)C(C#N)=C(N)O2 (stereo unspecified)	-10	-14	5	-10	1	-6	-1	1.1	126
